Source: PubChem (several laboratories)
proCasp3 act: procaspase-3 (human) activation | P42574 | recombinant procaspase-3 D3A, Ac-DEVD-pNA absorbance 405 nm | activation, % at 8.5 µM | actives 0.11% (n = 330,000) | AID 463141;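 active = activation above the mean of all tested compounds plus 3 SD, cut at about 21% in these data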;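 also: 0% = DMSO alone and 100% = DMSO wells spiked with extra 5 µM PC-3 D3A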
Target sequence (P42574 whole entry D9A/D28A/D175A): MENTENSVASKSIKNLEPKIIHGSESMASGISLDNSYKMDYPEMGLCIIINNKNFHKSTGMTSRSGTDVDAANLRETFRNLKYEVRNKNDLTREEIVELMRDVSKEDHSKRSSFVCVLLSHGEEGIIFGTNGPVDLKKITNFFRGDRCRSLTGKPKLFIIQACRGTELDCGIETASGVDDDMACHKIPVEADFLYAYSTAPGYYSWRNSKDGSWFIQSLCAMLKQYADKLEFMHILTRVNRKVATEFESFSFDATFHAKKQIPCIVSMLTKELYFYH
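Assay system – Procaspase-3 D3A mutant · Benchmarks – DMSO low control, extra-enzyme high control · Technique – 405 nm absorbance of p-nitroaniline, reads at 0 and 120 min · Doses – 8.5 µM nominal · Measure – % activation between DMSO and enzyme-spiked controls · Also added – Ac-DEVD-pNA chromogenic peptide substrate · Schedule – 1 h compound preincubation, 2 h substrate hydrolysis at 25 °C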
proCasp7 act: counter-screen for procaspase-3 activators: activators of human procaspase-7 | P55210 | recombinant procaspase-7, Ac-DEVD-pNA absorbance 405 nm; D23A/D198A/D206A triple mutant, cannot self-cleave; scale: DMSO 0, 5 µM enzyme 100 | activation, % at 8.5 µM | actives 0.093% (n = 330,000);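 active = percent activation above the screen-wide mean plus 3 SD, cut at about 25% in these data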
Target sequence (P55210 whole entry D23A/D198A/D206A): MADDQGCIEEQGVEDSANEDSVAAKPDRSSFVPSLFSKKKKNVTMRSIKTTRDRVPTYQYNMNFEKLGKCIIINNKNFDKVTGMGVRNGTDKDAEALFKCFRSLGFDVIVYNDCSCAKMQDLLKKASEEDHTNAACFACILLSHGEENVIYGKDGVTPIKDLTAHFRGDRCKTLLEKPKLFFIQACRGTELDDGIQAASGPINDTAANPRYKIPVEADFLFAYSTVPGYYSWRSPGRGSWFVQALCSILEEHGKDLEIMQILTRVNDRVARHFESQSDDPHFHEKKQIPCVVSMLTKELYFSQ
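Material: Procaspase-7 triple mutant (PC-7 D3A) | Quantity: 2 µM procaspase-7 mutant as dispensed | Reagent: DEVD-pNA substrate | Times: 1 h preincubation, 2 h reaction | Technique: 405 nm absorbance of p-nitroaniline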
PP1 counter: blocks human PP1-alpha phosphatase, a PP5 counter-screen; purified PP1alpha, OMFP fluorescence; inhibition, % at 6.7 µM; actives 0.9% (n = 320,000);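 active = inhibition above the mean inhibition of all tested compounds plus 3 SD, computed separately for each screening campaign, cut at about 15% in these data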
JMJD2C inh: blocks human GASC-1 demethylase activity; Q9H3R0; GST-JMJD2C(1-420) H3K9me3 demethylation, DELFIA europium; inhibition, % at 2.35 µM; actives 0.069% (n = 330,000); AID 2099;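 active = more than half of a compound's replicate wells show inhibition beyond 50%, single wells judged on their own value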;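 also: signal counts dimethyl H3K9 product captured on neutravidin plate; 0% = median of DMSO wells and 100% = 0.3 times that DMSO median; strong numbers were not always called active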
Target sequence (Q9H3R0 1-420 limits assumed): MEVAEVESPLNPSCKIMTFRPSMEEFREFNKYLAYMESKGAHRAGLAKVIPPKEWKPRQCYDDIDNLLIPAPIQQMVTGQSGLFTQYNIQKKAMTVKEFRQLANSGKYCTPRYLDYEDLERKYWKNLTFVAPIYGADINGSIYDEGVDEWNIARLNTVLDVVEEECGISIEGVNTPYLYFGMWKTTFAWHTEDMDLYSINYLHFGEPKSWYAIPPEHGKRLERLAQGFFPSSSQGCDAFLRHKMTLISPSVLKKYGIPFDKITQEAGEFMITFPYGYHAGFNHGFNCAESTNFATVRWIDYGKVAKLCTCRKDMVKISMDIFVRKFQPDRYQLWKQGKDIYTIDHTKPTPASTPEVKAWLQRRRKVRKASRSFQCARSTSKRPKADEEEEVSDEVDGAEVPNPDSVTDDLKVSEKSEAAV
core dimer inh: HCV core protein dimerization inhibition | TR-FRET GST/Flag-core106 dimerization, 1536-well | inhibition, % at 5 µM | actives 0.33% (n = 300,000);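 active = inhibition above the mean of all tested compounds plus 3 SD, set per screening campaign, cut at about 45% in these data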
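System: GST/Flag-tagged HCV core106 proteins. Incubation: compound-protein-antibody incubation 4 h at 22.5 °C. Technique: HTRF with 340 nm excitation, 617/671 nm emission. Medium: KF-containing HEPES buffer, pH 7.45, DTT, CHAPS, BSA. Read-out: inhibition (%) from 671 over 617 nm ratio. Also added: Eu(K)-anti-GST 90 ng/mL plus XL665-anti-Flag 1 µg/mL.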
Fh CTSL1 inh: blocks F. hepatica cathepsin L1 in PFM18AAP counter-screen; actives 0.49% (n = 300,000); recombinant F. hepatica cathepsin L1, Z-Leu-Arg-MCA fluorescence; inhibition, % at 5.96 µM; AID 1906;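 active = inhibition above the mean of all tested compounds plus 3 SD, set per screening campaign, cut at about 17% in these data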;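 also: 0% = plate median of test compound wells and 100% = 1 µM Z-Phe-Ala-diazomethylketone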
PP5 primary: PP5 (human) phosphatase inhibition; inhibition, % at 6.7 µM; AID 1987; purified PP5c, OMFP substrate fluorescence; actives 0.18% (n = 320,000);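 active = inhibition above the campaign's mean inhibition across all tested compounds plus 3 SD, cut at about 9.5% in these data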;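 also: 0% = DMSO only and 100% = 100 µM cantharidin control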
Efflux pump inh: blocks antifungal efflux pumps in multiplex yeast assay; actives 0.44% (n = 330,000); inhibition, % at 10 µM; S. cerevisiae Candida pump triplex, Nile Red efflux;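 active = plate passing quality check with inhibition over a set limit, or well fluorescence over plate mean plus 4 SD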;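 also: Nile Red retained in pooled yeast measured as flow cytometry median fluorescence; 0% = buffer negative control and 100% = Enniatin B positive control; higher means more Nile Red kept so more efflux inhibition; some compounds called inactive have numbers as strong as hits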
TPT1 inhibitor: inhibitors of Candida albicans tRNA 2'-phosphotransferase TPT1. inhibition, % at 5 µM. recombinant caTPT1, FP RNA substrate dephosphorylation. actives 0.81% (n = 300,000);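 active = inhibition above the mean of all tested compounds plus 3 SD, set per screening campaign, cut at about 24% in these data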;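 also: plate controls were DMSO alone for no effect and ferristatin control at 100 nM for full effect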
An asterisk follows results filed as active; i = inactive; . = no result given; & = joins results of further samples.

Start of the listing, in advance, eleven compounds:
smiles	proCasp3 act	proCasp7 act	PP1 counter	JMJD2C inh	core dimer inh	Fh CTSL1 inh	PP5 primary	Efflux pump inh	TPT1 inhibitor
CC(C)C(=O)N1CCN(c2ccccc2NC(=O)c2cccc(Cl)c2)CC1	-6	5	-3	-3	4	-1	1.0	0.2	-2
CCCn1c(C)nnc1SCC(=O)NC1CCCCC1	6	-4	-3	196	-6	0	0.1	0.1	1
C[C@H](CO)N1C[C@H](C)[C@@H](CN(C)C(=O)NC2CCCCC2)Oc2c(cccc2N(C)C)C1=O	-5	-6	.	-15	.	.	.	-0.2	.
COc1ccc(F)cc1S(=O)(=O)Nc1ccncc1	9	2	-2	5	-5	2	2.5	0.2	-1
COc1ccc(C(C(=O)NC2CCCC2)N(CC2CCCO2)C(=O)Cc2cccs2)cc1OC (stereo unspecified)	3	-1	-2	7	0	-4	-1.3	0.0	-3
CCN(CC(=O)NCCCN1CCOCC1)S(=O)(=O)c1cc(Cl)ccc1Cl	3	3	-3	56	-1	-1	-0.7	-0.1	2
O=C(CCc1ccc(O)cc1)NNC(=S)NCCc1ccccc1	0	6	-4	14	2	-2	-0.6	-0.1	1
O=C(Cc1ccc(F)cc1)N/N=C/c1ccc(-c2ccc(Cl)c(C(=O)O)c2)o1	7	8	-1	5	-2	1	-0.3	-0.2	-3
Cc1ccc(NC(=O)C(=O)NN=C2CCCC2)cc1C	6	-3	2	14	-5	4	0.3	0.1	0
CCc1ccc(/C([O-])=C(/C(=S)NCCN2CCOCC2)[n+]2ccccc2)cc1	-11	-14	-3	-9	0	-1	-1.1	0.1	-3
CN(C)C(=O)N1CCN(C(=O)N2CCOCC2)CC1	-2	3	-3	2	-1	-25	-0.7	0.1	-130

The list itself, repeating the preview:
smiles	proCasp3 act	proCasp7 act	PP1 counter	JMJD2C inh	core dimer inh	Fh CTSL1 inh	PP5 primary	Efflux pump inh	TPT1 inhibitor
CC(C)C(=O)N1CCN(c2ccccc2NC(=O)c2cccc(Cl)c2)CC1	-6	5	-3	-3	4	-1	1.0	0.2	-2
CCCn1c(C)nnc1SCC(=O)NC1CCCCC1	6	-4	-3	196	-6	0	0.1	0.1	1
C[C@H](CO)N1C[C@H](C)[C@@H](CN(C)C(=O)NC2CCCCC2)Oc2c(cccc2N(C)C)C1=O	-5	-6	.	-15	.	.	.	-0.2	.
COc1ccc(F)cc1S(=O)(=O)Nc1ccncc1	9	2	-2	5	-5	2	2.5	0.2	-1
COc1ccc(C(C(=O)NC2CCCC2)N(CC2CCCO2)C(=O)Cc2cccs2)cc1OC (stereo unspecified)	3	-1	-2	7	0	-4	-1.3	0.0	-3
CCN(CC(=O)NCCCN1CCOCC1)S(=O)(=O)c1cc(Cl)ccc1Cl	3	3	-3	56	-1	-1	-0.7	-0.1	2
O=C(CCc1ccc(O)cc1)NNC(=S)NCCc1ccccc1	0	6	-4	14	2	-2	-0.6	-0.1	1
O=C(Cc1ccc(F)cc1)N/N=C/c1ccc(-c2ccc(Cl)c(C(=O)O)c2)o1	7	8	-1	5	-2	1	-0.3	-0.2	-3
Cc1ccc(NC(=O)C(=O)NN=C2CCCC2)cc1C	6	-3	2	14	-5	4	0.3	0.1	0
CCc1ccc(/C([O-])=C(/C(=S)NCCN2CCOCC2)[n+]2ccccc2)cc1	-11	-14	-3	-9	0	-1	-1.1	0.1	-3
CN(C)C(=O)N1CCN(C(=O)N2CCOCC2)CC1	-2	3	-3	2	-1	-25	-0.7	0.1	-130
COc1cccc(C(c2sc3nc(C)nn3c2O)N2CCc3ccccc3C2)c1 (stereo unspecified)	-2	-7	-2	i	24	2	-1.6	-0.1	-1
O=C(NNc1nc2ccccc2s1)c1ccc(F)cc1	-5	-2	2	10	-3	-2	2.7	-0.3	-3
C=CCn1c(SCC(C)=O)nc2scc(-c3ccc(C)o3)c2c1=O	-2	-11	-1	-26	-54	5	2.8	0.1	2
Fc1ccccc1COc1ccc(-c2nnn(Cc3ccccc3F)n2)cc1	8	11	2	-4	3	-1	3.7	0.5	-1
Cc1ccc(S(=O)(=O)NCc2ccccc2)cc1C(=O)N1CCCCCCC1	1	-10	-2	16	-6	-3	3.2	-0.1	0
Cc1ccc(Oc2ncccc2COC(=O)Nc2ccccc2C)cc1	-4	-7	3	-1	0	-2	3.2	0.1	-5
CCN(CC)C(=O)c1c2c(nc3ccccc13)-c1ccccc1CC2	6	0	-3	2	10	4	2.9	0.4	-4
COc1ccc(C)cc1NC(=S)NC12CN3CN(CN(C3)C1)C2	-13	-11	-2	-1	-4	-2	1.3	-0.2	-2
CC(=O)C1=C(C)NC(=O)NC1c1cccc([N+](=O)[O-])c1O (stereo unspecified)	2	4	1	-1	-4	13	1.4	-0.1	-3
Cc1n[nH]c(=S)n(/N=C/c2ccccn2)c1=O	1	-1	3	-1	-1	1	-0.4	0.0	-1
CN1C(C(=O)NCc2ccc(OC(F)(F)F)cc2)CC2Cn3c(nc4cc5ccccc5cc43)C21 (stereo unspecified)	-11	3	1	-12	-15	0	3.4	-0.2	-4
CC(C)CC1Nc2ncnc(N3CCN(c4ccccc4)CC3)c2N(Cc2ccccc2)C1=O (stereo unspecified)	2	-2	8	2	7	-2	3.7	0.0	-2
CN(C)C(=O)Oc1ccc[n+](C)c1	-1	-8	2	-7	-13	0	-6.5	0.0	-2
Cc1cccc(OCCSc2nc(N)cc(N)n2)c1	-22	-28	-7	5	-10	-1	3.8	0.0	-1
O=S(=O)(NCc1ccccn1)C(F)(F)F	4	2	-3	2	-6	2	0.0	-0.1	-2
COC(=O)Nc1ccc(S(=O)(=O)Nc2cccc3ccccc23)cc1	1	11	-1	4	0	6	5.1	0.0	-1
Cn1cnc2c1c(=O)n(Cc1cccc(Cl)c1)c(=O)n2C	1	6	3	24	-8	5	-0.7	-0.2	-2
COC(=O)CSc1nc(C2CC2)cc(C(F)(F)F)c1C#N	1	7	1	-2	2	-1	3.0	-0.1	2
COc1ccc(NC(=O)CN(c2ccc(OC)cc2)S(=O)(=O)c2ccc(OC)c(OC)c2)cc1	4	-10	5	-1	1	1	1.2	0.0	-5
Cc1ccc(CNC(=O)C2CCC(CNc3nc(=S)[nH]c4ccccc34)CC2)cc1 (stereo unspecified)	7	-1	-3	-1	5	4	-2.5	0.3	-2
CCOC(=O)c1ccc(-c2ccc3oc(-c4ccsc4)cc(=O)c3c2)cc1F	-1	-1	.	3	.	.	.	0.0	.
Cc1ccc(C23CC4CC(CC(C(=O)OCC(=O)N(C)C)(C4)C2)C3)cc1	5	-5	1	1	3	3	1.2	0.8	0
COc1ccc(C2(C)NC(=O)N(CC(=O)N(c3ccccc3)C3CCS(=O)(=O)C3)C2=O)cc1 (stereo unspecified)	2	3	.	-3	.	.	.	-0.2	.
O=C(c1ccc(F)cc1F)C1CCN(c2ccc([N+](=O)[O-])cn2)CC1	-1	-7	1	-18	-1	3	0.1	-0.1	0
COc1ccc(CN(CC(=O)NCc2ccccc2)C(=O)CCC(=O)Nc2ccccn2)cc1	1	-8	4	1	-16	-5	0.6	0.0	2
Cc1cccc2c(=O)c(C(=O)N3CCCCCC3)c[nH]c12	9	-6	2	-3	-5	3	0.9	0.0	2
CC(c1c(O)c2ccccc2[nH]c1=O)C1(C)CCC(O)C(C)(C)O1 (stereo unspecified)	6	2	-9	-19	-1	4	3.4	0.0	2
CCCCOc1ccc(-c2csc(N)n2)cc1[N+](=O)[O-]	-10	-20	5	10	-13	-6	8.4	-0.1	1
Cn1c(=O)c2c(nc(NCc3ccc4c(c3)OCO4)n2Cc2ccccc2Cl)n(C)c1=O	7	9	7	-23&-8	2	5	4.8	0.0	-1
C=C(Br)CN1[C@@H](Cc2ccccc2)[C@H](O)[C@@]23C=C[C@@H](C[C@@H]2S1(=O)=O)O3	14	-5	.	-2	.	.	.	-0.4	.
CC1CC(C)CN(C(=O)c2nn(C)c3c2CSc2ccccc2-3)C1 (stereo unspecified)	-19	-10	0	57	23	4	1.1	0.2	1
Cc1ccccc1C(=O)N1CCC(C(=O)OCc2ccccc2Cl)CC1	3	3	-1	-6	.	.	4.3	0.4	.
CC(=O)Nc1ccc(OCC(O)CN2CCCCC2C)cc1 (stereo unspecified)	-2	8	-5	5	-4	-1	-1.5	-0.1	0
CCOCCCNC(=O)C(NC(=O)c1ccccc1O)c1ccc(Cl)cc1 (stereo unspecified)	-4	0	-3	3	-3	-3	-1.7	0.0	5
COc1cccc(NC(=O)CN2C(=O)NC(C)(CCC(C)C)C2=O)c1 (stereo unspecified)	0	1	-3	6	-5	-20	3.6	-0.3	-1
CCCC[n+]1ccn(-c2nc3ccccc3nc2[N-]S(=O)(=O)c2ccc(C)cc2)c1	1	-2	0	0	1	-2	-1.2	-0.1	-1
COc1ccc(S(=O)(=O)NNC(=O)Nc2ccc(C)cc2C)c(OC)c1	5	-3	-5	-14	14	2	0.1	0.1	-2
Cc1noc(C)c1CSCC(=O)Nc1nc2ccc(Oc3ccccc3)cc2s1	-6	-3	2	6	5	-2	2.1	0.0	-4
CN(C)CCCNC(=O)/C(=C\c1ccc(-c2cccc([N+](=O)[O-])c2)o1)NC(=O)c1ccccc1	-5	3	1	5	-30	-1	0.3	-0.1	3
Cc1ccc(-c2nnn(CC(=O)N3CCN(c4nc5ccccc5s4)CC3)n2)cc1	0	5	-1	-5	3	0	0.3	-0.1	-2
C[C@H](C[C@H](O)[C@H]1OC1(C)C)C1=C2C[C@H](O)C3[C@@]4(C)CCC(=O)C(C)(C)C4CC[C@]3(C)[C@@]2(C)CC1 (stereo partly specified)	0	4	.	-9	.	.	.	0.3	.
CC(C)(C)NC(=O)CN(C(=O)CCC(=O)Nc1nccs1)c1ccc(F)c(Cl)c1	-8	10	2	0	-3	-1	-0.1	0.0	-3
Cc1cc(C)cc(N(CC(=O)NCc2ccc3c(c2)OCO3)C(=O)CCC(=O)Nc2ccccn2)c1	1	9	-2	-3	9	-3	4.7	-0.1	0
